N370S GC mod – qHTS Assay for Inhibitors and Activators of N370S glucocerebrosidase as a Potential Chaperone Treatment of Gaucher Disease | actives 0.092% (n = 330,000) | AID 2101, 2009 | Potency, µM (highest dose often 59.4 µM), inactives show top-dose activity change, negative = inhibition, actives largely listed as inhibitors | N370S GC spleen homogenate, 4MU-glucoside fluorescence;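 further: 0% = full enzyme activity and -100% = no enzyme basal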
TDP1 inh – qHTS Assay for Inhibitors of Tyrosyl-DNA Phosphodiesterase (TDP1); recombinant TDP1, AlphaScreen DNA substrate cleavage; Potency, µM (highest dose often 130 µM), without a hit: at the highest dose activity change, negative = inhibition, actives largely listed as inhibitors; actives 0.28% (n = 350,000); AID 485290, 2010; further: nearly all actives have a fitted effect of over 40% in size
Target sequence (Q9NUW8 whole entry, looked up): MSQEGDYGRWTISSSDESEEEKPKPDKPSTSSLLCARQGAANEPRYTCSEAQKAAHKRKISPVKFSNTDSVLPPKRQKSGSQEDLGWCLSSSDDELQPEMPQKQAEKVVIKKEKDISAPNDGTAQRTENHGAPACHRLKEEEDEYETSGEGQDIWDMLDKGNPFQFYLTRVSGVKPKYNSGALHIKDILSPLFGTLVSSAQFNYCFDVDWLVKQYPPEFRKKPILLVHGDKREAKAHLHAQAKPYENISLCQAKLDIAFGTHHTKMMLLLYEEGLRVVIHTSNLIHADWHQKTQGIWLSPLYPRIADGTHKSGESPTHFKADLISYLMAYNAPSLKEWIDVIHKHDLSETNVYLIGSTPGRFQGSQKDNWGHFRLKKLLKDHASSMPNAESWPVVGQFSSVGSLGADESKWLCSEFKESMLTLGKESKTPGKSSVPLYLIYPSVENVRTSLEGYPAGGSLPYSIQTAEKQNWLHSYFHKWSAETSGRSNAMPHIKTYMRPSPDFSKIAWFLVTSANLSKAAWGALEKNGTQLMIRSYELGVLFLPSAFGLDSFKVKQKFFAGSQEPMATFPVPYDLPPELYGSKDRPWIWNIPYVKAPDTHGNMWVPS
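Steps: enzyme plus compound, 15 min RT; add biotin/phosphotyrosine-FITC oligonucleotide (15 nM final), react 5 min; add donor/acceptor beads (10 ug/ml final), 10 min; read AlphaScreen. Tdp1 at 1 nM final.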
FEN1 inhibitor – qHTS Assay for the Inhibitors of Human Flap endonuclease 1 (FEN1); P39748; Recombinant FEN1 flap cleavage, fluorescence, 15 min; Potency, µM (series often up to 114 µM), without a hit: at the highest dose activity change, negative = inhibition, actives largely listed as inhibitors; actives 0.35% (n = 390,000); AID 588795, 2011; further: nearly all actives have a fitted effect of over 65% in size
Target sequence (P39748 whole entry, looked up): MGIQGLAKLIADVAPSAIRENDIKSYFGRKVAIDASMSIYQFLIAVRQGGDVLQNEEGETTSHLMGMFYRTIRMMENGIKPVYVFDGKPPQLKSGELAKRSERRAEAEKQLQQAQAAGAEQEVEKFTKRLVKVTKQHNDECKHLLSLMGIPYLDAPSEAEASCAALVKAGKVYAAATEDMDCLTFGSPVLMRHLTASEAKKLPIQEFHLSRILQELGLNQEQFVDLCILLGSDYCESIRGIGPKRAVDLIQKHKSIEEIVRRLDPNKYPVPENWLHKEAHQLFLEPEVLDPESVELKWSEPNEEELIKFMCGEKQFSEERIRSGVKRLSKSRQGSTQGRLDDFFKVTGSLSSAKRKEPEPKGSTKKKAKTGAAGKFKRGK
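Compounds are tested as a concentration series against 10 nM FEN1; after a 15 min room-temperature preincubation, 50 nM substrate starts cleavage, with plate reads at 0 and 15 min. Normalized responses are fitted by a Hill equation.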
Active calls of the source: *; ? = inconclusive; / = no result given; & = joins results of further samples; [ ] = another dose, or the depositor's remark. The call rests on the fitted dose curve; in most records, active means well fitted curve in the direction sought with a large enough effect; inconclusive means small, poorly fitted or top-dose-only effect, or another doubt; inactive means no such curve, though single readings can be large; an effect the other way counts as inactive or inconclusive. Unless noted, on the % scale 0 is the no-effect control and ±100 the full control effect; potency means the concentration at half of the fitted maximal effect.

Every second line gives: TDP1 inh	FEN1 inhibitor	N370S GC mod
Cc1c2c(nc3c(C(=O)NC4CCCC4)cnn13)CCCC2
  8%	-15%	?
CCOC(=O)c1oc2ccccc2c1NC(=O)c1cccc(OC)c1OC
  -3%	1%	5%
CCCNc1nc(OC(C(F)(F)F)C(F)(F)F)nc(OC(C(F)(F)F)C(F)(F)F)n1
  0%	-4%	0%
Cc1cccc(CN2CCN(C(=O)CN(C)C(C)C(=O)Nc3ccc(C(N)=O)cc3)CC2)c1 (stereo not drawn)
  0%	7%	/
COc1ccc(CCC(=O)N2CCCC(Nc3ccccc3)C2)cc1OC (stereo not drawn)
  4%	-2%	-8%
Cc1cc(C(=O)N2CCN(c3ccc([N+](=O)[O-])cc3)CC2)c(C)o1
  6%	-16%	-2%
CC1CCc2cc(F)ccc2N1C(=O)c1cccnc1 (stereo not drawn)
  /	57%[activator]	3%
CC1CC(C)CN(C(=O)COC(=O)Cc2c[nH]c3ccccc23)C1 (stereo not drawn)
  /	-6%	-4%
CCOC(=O)c1ccc2c(c1)N(Cc1ccc(F)cc1Cl)C(=O)c1ccccc1S2
  0%	1%	/
COc1ccc(-n2nc(C(=O)NCC(=O)N3CCCC(C)C3)c3ccccc3c2=O)cc1Cl (stereo not drawn)
  -4%	-15%	-12%
CCCCS(=O)(=O)Nc1ccc(C)cn1
  4%	-3%	-5%
COc1ccc(/C=C/c2cc[n+](C(=O)Cc3ccccc3)cc2)cc1
  6%	2%	12%
CS(=O)(=O)N(CC(=O)N1CCCCCC1)c1ccc(Cl)cc1
  /	-5%	3%
Cc1ccccc1NC(=O)CSc1nc2nccnc2c(=O)n1CCc1c[nH]c2ccccc12
  3%	18%	/
COc1ccc([C@@H](C)NC(=O)CCc2nnc(-c3cc(C)on3)o2)cc1
  3%	2%	6%
CN(C)C(CNC(=O)c1ccc2c(c1)S(=O)(=O)c1ccccc1C2=O)c1ccco1 (stereo not drawn)
  -5%	8%	2%
Cc1ccc(C(=O)Cn2nnc3ccccc32)cc1
  2%	1%	14%
CN(Cc1ccc(F)cc1)C(=O)COc1ccccc1-c1ccccc1
  -5%	-21%	30%
C=CCNCCCCOc1cccc(Br)c1
  6%	0%	-8%
C/C(Cn1cnc([N+](=O)[O-])n1)=N\NC(=O)c1cccnc1
  10%	-7%	-12%

More records follow.
Every second line gives: TDP1 inh	FEN1 inhibitor	N370S GC mod
CC(=O)Nc1ccc(NC(=O)CC23CC4CC(CC(C4)C2)C3)cc1
  /	-4%	8%
O=C(NCC(c1ccco1)N1CCN(c2ccccc2F)CC1)c1cccs1 (stereo not drawn)
  /	0%	-5%
c1ccc2c(N3CCNCC3)nc(-c3ccc4c(c3)OCO4)nc2c1
  10%[56.1 µM]	/	-14%
CC1(NC(=O)/C=C/c2nc3ccccc3s2)CCS(=O)(=O)C1 (stereo not drawn)
  -1%	2%	/
COc1ccccc1CC(=O)NNS(=O)(=O)c1ccc([N+](=O)[O-])cc1
  5%	-1%	-1%
COC(=O)c1cc2c(ccn2-c2ccc(F)cc2)n1Cc1ccc(OC)cc1
  -6%	-16%	3%
Cc1ccsc1C1C(C#N)=C(N)OC2=C1C(=O)CC(C)(C)C2 (stereo not drawn)
  -3%	1%	-18%
CCOc1cc(NC(=S)NCCc2ccccc2)c(OCC)cc1NC(C)=O
  -5%	2%	-17%
CCN(CC)C(=O)Cc1cc(C(=O)O)c2ccccc2n1
  2%	-8%	19%
COc1ccc(C(=O)CSc2nnc3n2CCCN3C(=O)Nc2ccccc2)cc1
  7%	0%	18%
Cc1ccc(C)c(S(=O)(=O)N2CCN(C(=O)Cc3ccc(S(=O)(=O)N4CCOCC4)s3)CC2)c1
  /	0%	-5%
COc1ccc(-c2nc(CS(=O)(=O)CC(=O)Nc3ccc(Cl)cc3)c(C)o2)cc1
  -4%	1%	5%
Cc1ccc(CN2C(=O)N(c3ccccc3)C(=O)C2CC(=O)Nc2ccccc2)cc1 (stereo not drawn)
  6%	-6%	/
Cc1nn(CC(=O)N2CCCc3ccccc32)c(C)c1[N+](=O)[O-]
  0%	-16%	1%
CCOC(=O)/C(=N\Nc1ccccc1)S(=O)(=O)c1ccccc1
  4%	-8%	3%
COc1ccc(CCNC(=O)c2cc(-c3ccccn3)nc3c(Cl)cccc23)cc1OC
  3%	1%	2%
Cc1cc(C)nc(Sc2ncnc3sc4c(c23)CCC4)n1
  1%	-1%	12%
O=C(Nc1ccncc1)c1cc(S(=O)(=O)N2CCOCC2)ccc1Cl
  /	-8%	-1%
CC(=O)Nc1ccc(SCC(=O)NC(=O)c2ccc(S(=O)(=O)N(C)C)cc2)cc1
  1%	-2%	/
Cc1cc(C)c2nc(N(CCCN(C)C)C(=O)c3ccc4c(c3)CCCC4)sc2c1
  7%	10%	?

Following part.
Every second line gives: TDP1 inh	FEN1 inhibitor	N370S GC mod
COc1ccc(/C(O)=C2/C(=O)C(=O)N(CCCN(C)C)C2c2cccc(Cl)c2)cc1OC (stereo not drawn)
  3%	-2%	0%
Cc1ccc(Nc2cc(C(=O)NCCCN3CCOCC3)c3ccccc3n2)c(C)c1
  3%	2%	-9%
O=S(=O)(/C=C/c1ccccc1)c1ccccc1
  3%	-4%	21%
CC(=O)Nc1ccc(NC(=O)C(C)Sc2nc3nc(C)cc(C)n3n2)cc1 (stereo not drawn)
  /	7%	-6%
Cc1ccc(-n2c(=O)c3cccnc3n2CC(=O)NCc2ccc(Cl)cc2)cc1
  -2%	-7%	/
CC(C)CC(=O)c1c[nH]c(C(=O)NCc2ccccc2)c1
  /	9%	-8%
COc1ccc(C)cc1S(=O)(=O)NCC(c1cccnc1)N1CCc2ccccc2C1 (stereo not drawn)
  3%	8%	-23%
COc1cc(/C=C(/C#N)c2ccc(F)cc2)ccc1OCc1ccc(C(=O)O)o1
  2%	-5%	18%
Cc1c(Cl)cccc1-n1c(SCC(=O)N(C)Cc2ccccc2)nnc1-c1ccncc1
  0%	1%	-1%
CCOC(=O)/C=C/C(=O)Nc1ccc(S(=O)(=O)N2CCCCCC2)cc1
  0%	-11%	?
O=C(Cc1nnc(NC(=O)Nc2ccc(F)cc2)s1)Nc1ccccc1
  -1%	3%	-22%
O=C(NC1CC1)C1=C[C@H](c2ccc(C(F)(F)F)cc2)C[C@H](OCc2ccc(CO)cc2)O1
  8%	6%	2%
O=C(Nc1ccccc1)c1ccc(Br)c(S(=O)(=O)Nc2cccnc2)c1
  -3%	0%	-2%
CCc1ccccc1N/N=C(/C)c1c(O)cc(C)oc1=O
  9%	8%	-10%
Cc1ncc([N+](=O)[O-])n1CCOC(=O)NC(Nc1ccc(F)cc1)C(Cl)(Cl)Cl (stereo not drawn)
  /	-15%	-2%
CCOC(=O)CNC(=O)Cn1cnc2c(nnn2-c2cccc(Cl)c2)c1=O
  0%	0%	6%
COC(=O)C1=C(C)N(Cc2ccccc2)[C@]23O[C@](C(=O)OC)(C(=O)N2C1c1ccccc1)C1CCCC(=O)C13 (stereo partly drawn)
  6%&4%[21 µM]	/	17%&5%[12.8 µM]
CC1CCCc2sc3ncn(N)c(=N)c3c21 (stereo not drawn)
  -5%	1%	21%
CCCCN1CC(=O)N2[C@H](c3ccc(OC)cc3)[C@@H]3C(=O)N(CC)C(=O)[C@@H]3[C@]2(Cc2ccccc2)C1=O
  /	0%	-1%
COCCn1c(SCC(=O)Nc2ccc(C(C)=O)cc2)nc2c([nH]c3ccccc32)c1=O
  -4%	-2%	-3%

As entered above:
FEN1 inhibitor result of CC(=O)Nc1ccc(NC(=O)C(C)Sc2nc3nc(C)cc(C)n3n2)cc1 (stereo not drawn) reads 7%
TDP1 inh result of Cc1ccc(-n2c(=O)c3cccnc3n2CC(=O)NCc2ccc(Cl)cc2)cc1 reads -2%
N370S GC mod result of CCc1ccccc1N/N=C(/C)c1c(O)cc(C)oc1=O reads -10%
N370S GC mod result of Cc1ncc([N+](=O)[O-])n1CCOC(=O)NC(Nc1ccc(F)cc1)C(Cl)(Cl)Cl (stereo not drawn) reads -2%
FEN1 inhibitor result of COCCn1c(SCC(=O)Nc2ccc(C(C)=O)cc2)nc2c([nH]c3ccccc32)c1=O reads -2%
TDP1 inh result of O=S(=O)(/C=C/c1ccccc1)c1ccccc1 reads 3%

Further compounds follow.
Every second line gives: TDP1 inh	FEN1 inhibitor	N370S GC mod
COc1ccc(C(=O)NCc2ccc3c(c2)cc(C)n3C)cc1OC
  6%	-15%	-2%
O=C1[C@@H]2CSC(c3ccc(F)cc3)N2C(=O)N1c1ccc(Cl)cc1 (stereo partly drawn)
  -1%	-3%	/
CC(C)C(C(=O)Nc1sc2c(c1C#N)CCCCC2)N1C(=O)c2ccccc2C1=O (stereo not drawn)
  8%	12%	?
CCCCN(CC)CCNC(=O)c1cc2c(=O)n(C)c3ccccc3c2n1C
  -4%	-10%	-5%
COc1cc(C2C3=C(CCCC3=O)Nc3[nH]n(-c4ccccc4)c(=O)c32)ccc1OC(C)=O (stereo not drawn)
  7%	-7%	-27%
C#CCOCCOCCOCCNc1nc(N2CCN(C(=O)C([C@@H](C)CC)n3cc(C(N)Cc4ccc(O)cc4)nn3)CC2)nc(N2CCN(C(=O)[C@H](CCC(=O)O)n3cc(C(N)CC(C)C)nn3)CC2)n1 (stereo partly drawn)
  1%	-2%	4%
N#CCCS(=O)(=O)c1ccccc1
  2%	/	-8%
CC(O)c1ccc2c(c1)OCCOCCN(C)CCOCCO2 (stereo not drawn)
  4%	-7%	4%
COCCNC(=O)CSc1ccc(Cl)cc1
  0%	2%	14%
Cc1cc(Cl)ccc1Oc1nccc(N(C)C)c1C#N
  4%	-3%	17%
Cc1ccc(S(=O)(=O)N2CCC(C)CC2)cc1
  3%	2%	0%
CCC(CO)Oc1cc(NCc2ccccc2C(F)(F)F)c2ncn(C(C)C)c2c1 (stereo not drawn)
  10%	?	/
Cc1ccc(CS(=O)(=O)Cc2ccc(C(=O)NCc3cccs3)o2)cc1
  1%	-1%	-26%
CC1OC(Oc2ccc3ccc(=O)oc3c2-c2c(O)ccc3cc(Oc4ccc5ccc(=O)oc5c4)c(=O)oc23)C(O)C(O)C1O (stereo not drawn)
  3%	1%	-2%
CCCCn1c(N)c(N(CC)C(=O)CSCC(=O)Nc2ccc(OC)cc2)c(=O)[nH]c1=O
  1%	6%	-2%
O=C(Nc1ccccc1C(=O)O)/C(=C/c1ccc([N+](=O)[O-])cc1)NC(=O)c1ccc(Br)o1
  ?	0%	2%
CC(C)N1CCN(S(=O)(=O)c2ccccc2)CC1
  /	16%	0%
O=C(NNC(=O)c1cccc(C(F)(F)F)c1)c1ccncc1
  /	0%	11%
COC(=O)COc1ccc(/C=N/NC(=O)CN(c2ccccc2OC)S(=O)(=O)c2ccccc2)cc1
  /	-2%	-2%
CC(=O)Nc1ccc(S(=O)(=O)NCCC(=O)OCc2ccccc2F)cc1
  1%	18%	/

Other results:
Every second line gives: TDP1 inh	FEN1 inhibitor	N370S GC mod
COc1ccc(NC(=O)c2c(NCc3cccs3)sc3c2CCCCC3)cc1
  7%	-4%	/
CN(C(=O)Nc1ccc(S(=O)(=O)N(C)C)cc1)C1CCCCC1
  7%	-2%	2%
Cc1nn(CC(=O)OCC(=O)NC(C)c2ccccc2)c(C)c1[N+](=O)[O-] (stereo not drawn)
  3%	19%	-11%
CCOCCCNCc1ccc(Cl)cc1
  /	2%	2%
CC(=O)c1cccc(OCC(=O)NC2CCCCCC2)c1
  -7%	12%	0%
NS(=O)(=O)c1cc(C(=O)OCC(=O)Nc2ccc(N3CCCCC3)cc2)ccc1Cl
  6%	1%	2%
Cc1cc2c(n1-c1ccc(C(=O)NCCc3ccccc3)cc1)CCC(C)C2 (stereo not drawn)
  6%	-4%	/
Cc1cc2c3ccccc3ncn2n1
  4%	14%	-1%
COc1cccc(-c2nnc(SCC(=O)Nc3ccc4c(c3)OCCO4)n2Cc2ccco2)c1
  9%	11%	8%
Cc1cc(C)nc(SCC(=O)c2ccc(F)cc2)n1
  2%	-1%	-5%
CNc1nc(-c2ccc3c(c2)CCN3C(=O)CC(C)(C)C)c(C)s1
  3%	2%	25%
CCOc1ccc(/C=c2\sc3nc(-c4ccco4)nn3c2=O)cc1OCC
  -1%	1%	5%
CCOC(=O)c1cccc(NC(=O)Cn2cnc3nc4c(cc3c2=O)CCCC4)c1
  3%	16%	/
CCN(CC)S(=O)(=O)c1cc(NS(=O)(=O)c2c(Cl)cccc2Cl)ccc1C
  4%	-1%	3%

Profiles, quoted from the list. Order of values: TDP1 inh | FEN1 inhibitor | N370S GC mod
NS(=O)(=O)c1cc(C(=O)OCC(=O)Nc2ccc(N3CCCCC3)cc2)ccc1Cl is entered as 6% | 1% | 2%
CCOCCCNCc1ccc(Cl)cc1 is entered as / | 2% | 2%
CNc1nc(-c2ccc3c(c2)CCN3C(=O)CC(C)(C)C)c(C)s1 is entered as 3% | 2% | 25%
CCN(CC)S(=O)(=O)c1cc(NS(=O)(=O)c2c(Cl)cccc2Cl)ccc1C is entered as 4% | -1% | 3%
Cc1cc2c3ccccc3ncn2n1 is entered as 4% | 14% | -1%

Outcome played no part in choosing rows; overall some 0.57% were active at least once.
